High-throughput results: PubChem BioAssay, several laboratories
FAS TE block: blocks the thioesterase domain of human fatty acid synthase; P49327; recombinant FAS-TE, OMFH fluorogenic substrate, fluorescence endpoint; inhibition, % at 15 µM; 0.67% of 360,000 active; AID 602261;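 active = compounds whose normalised, plate-corrected inhibition of enzyme fluorescence in the single-dose primary screen is 50% or more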;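 note: 0% = DMSO with enzyme and 100% = substrate without enzyme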
TbMetRS inhib: Trypanosoma brucei MetRS inhibition; purified T. brucei MetRS, ATP depletion, Kinase-Glo luminescence; inhibition, % at 11.9 µM; 0.4% of 360,000 active;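 active = inhibition above a per-plate cutoff of the control wells' mean inhibition plus 3 SD, cut at about 5.5% in these data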;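 note: 0% = DMSO wells median and 100% = median of wells with control inhibitor compound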
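assay system = parasite MetRS enzyme | timing = 15 min preincubation, 2 h reaction, all 25 °C | evaluation = percent inhibition relative to median high and low control wells | medium = HEPES buffer containing pyrophosphatase, BSA, spermine, DTT | compound = single dose, 11.9 µM final nominal, 0.9% final DMSO | detection = Kinase-Glo luminescence, ATP depletion format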
SKN-1 inh: C. elegans SKN-1 inhibition | C. elegans VP596 Pgst-4::GFP/RFP ratio, acrylamide-induced, 24 h | inhibition, % at 21.8 µM | 0.49% of 360,000 active;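 active = interference check ratio from 0.5 to 1.5 plus GFP to RFP signal ratio inhibition reaching or exceeding a fixed threshold, cut at about 30% in these data, passing the limit was not always enough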; note: some compounds called inactive have numbers as strong as hits
eLon inh: inhibitors of E. coli Lon protease; P0A9M0; purified E. coli Lon protease, fluorescence polarization; inhibition, % at 7.94 µM; 0.42% of 360,000 active; AID 602123; in the data active = inhibition above about 13%, passing the limit was not always enough;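 note: 0% = enzyme with probe and DMSO and 100% = no enzyme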
MsrA inh: bovine MsrA inhibition. purified bovine MsrA, absorbance read-out. AID 651718. inhibition, % at 15.5 µM. 0.75% of 360,000 active; in the data active = inhibition above about 4.5%;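 note: 0% = vehicle wells with enzyme and 100% = reference inhibitor wells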
CendR NRP1 mod: alters CendR peptide binding to human NRP-1 | 0.85% of 360,000 active | inhibition, % at 25 µM | AID 602438 | FAM-RPARPAR peptide binding to NRP-1, fluorescence polarization | O14786;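 active = inhibition or corrected inhibition above about 18%, plus a signal ratio from 0.5 to 1.5, limit read from the data, passing the limit was not always enough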; note: strong numbers were not always called active
bovine MsrA act: bovine methionine sulfoxide reductase A activation; purified bovine MsrA, absorbance read-out; activation, % at 10.6 µM; 0.3% of 360,000 active; AID 602163; in the data active = activation above about 7.5%;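 note: 0% = vehicle and 100% = reference activator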
MT1-MMP act inh: inhibitors of human MT1-MMP activation; GFP/RFP ratio change, % at 20 µM; HT1080 RFP-PRO-GFP cells, GFP/RFP ratio fluorescence, overnight; percent of plate control window, DMSO zero; AID 651647; P50281; 0.061% of 360,000 active;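 active = GFP/RFP ratio change of at least 30% with cell ATP level not reduced by more than half and red fluorescence within 50% of control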; note: strong numbers were not always called active
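Assay system: HT1080 RFP-PRO-GFP cells. Benchmarks: DMSO vehicle wells and RFP-L50D-GFP reporter cell wells. Times: overnight cell settling, then overnight compound exposure, 37 °C, 5% CO2. Compound: 20 µM single dose, 1% DMSO. Read-out basis: GFP/RFP fluorescence ratio.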
MLLE-PAM2 inh: blocks PAM2 peptide binding to the PABP1 MLLE domain; GST-MLLE / FITC-PAM2 fluorescence polarization; inhibition, % at 20 µM; 0.36% of 360,000 active; in the data active = inhibition above about 35%, passing the limit was not always enough;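 note: plate controls were DMSO wells with GST-MLLE for no effect and wells lacking GST-MLLE protein for full effect; some results filed as inactive read as strong as hits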
* = called active by the depositor; i = inactive. Compounds as they come; 4% or so of the library scored in one or more.

SMILES | FAS TE block | TbMetRS inhib | SKN-1 inh | eLon inh | MsrA inh | CendR NRP1 mod | bovine MsrA act | MT1-MMP act inh | MLLE-PAM2 inh
O=c1cc(CSc2nc3cc(Cl)ccc3o2)nc2sccn12 | 9.1 | 0.2 | 21.9 | 7.4 | 1.3 | -9.5 | -4.4 | 0.8 | -8.1
CSCC[C@H](NC(=O)c1ccc2ccccc2c1)C(=O)N1CCC2(CC1)NCCc1[nH]cnc12 | -1.9 | -0.4 | -0.7 | 0.0 | -0.2 | 6.7 | -3.6 | 0.4 | -2.7
O=[N+]([O-])c1ccc(N2CCN(S(=O)(=O)c3ccccc3)CC2)cc1NCC1CCCO1 (stereo not given) | 27.3 | -1.0 | -0.3 | 14.3 | -0.7 | 0.1 | -7.3 | 3.9 | 8.4
Cn1c(SCC(=O)NCc2cccs2)nnc1-c1ccc(S(=O)(=O)N2CCCC2)cc1 | -7.2 | -0.6 | -2.8 | -0.3 | 0.4 | -1.8 | -3.0 | 6.1 | 0.6
C[C@H]1CN([C@@H](C)CO)C(=O)CCCn2nncc2CO[C@H]1CN(C)C(=O)C1CC1 | -13.0 | 0.0 | -23.4 | -5.1 | -1.1 | -4.3 | -6.9 | 2.0 | 1.3
COC(=O)c1nc(-c2ccccc2)oc1N(C)C | -10.6 | -1.7 | 32.0* | -4.9 | 1.2 | -11.7 | -4.4 | 2.1 | 6.1
CCCc1cc(=O)[nH]c(SCC(=O)NC2CC2)n1 | -7.0 | 0.1 | 5.1 | -5.8 | 0.0 | -1.4 | -7.9 | 0.5 | -11.2
COc1ccc(CC(=O)Oc2ccc(Br)cc2F)cc1S(=O)(=O)N1CCOCC1 | 4.6 | -0.3 | 18.0 | 2.2 | 0.2 | -1.3 | -2.1 | -0.4 | -16.3
COc1ccc(NC(=S)NC(=O)c2ccccc2)cn1 | -1.7 | -0.3 | 2.3 | -13.4 | 0.0 | -1.9 | -2.5 | 2.3 | 42.1*
CS(=O)(=O)Nc1ccc(C(=O)Nc2ccccc2C(=O)NCc2ccco2)cc1 | 2.1 | -0.3 | 10.1 | -13.7 | -0.9 | -10.7 | 0.3 | -2.0 | 2.6
Cc1cccc(C2c3[nH]c4ccccc4c3CCN2C(=O)c2cc(-c3cccn3C)n[nH]2)n1 (stereo not given) | 11.6 | -0.4 | -2.8 | -9.4 | 0.0 | 6.7 | -5.0 | 0.1 | 1.5
CC12CCC(c3c1nc1ccccc1[n+]3[O-])C2(C)C (stereo not given) | -7.6 | 0.9 | 3.0 | 9.7 | 0.5 | 9.0 | -2.5 | 3.2 | 3.3
CCOC(=O)c1sc2nc(C)cc(C)c2c1NC(=O)c1ccco1 | -3.5 | -0.3 | 19.8 | -4.0 | -1.1 | 5.8 | -1.7 | -2.3 | -6.2
CCc1ccc(NC(=O)C(=O)N/N=C(\C)CC(=O)Nc2ccc(OC)cc2)cc1 | -12.4 | -0.6 | -14.6 | 2.8 | -1.4 | -7.7 | -8.6 | 0.8 | -8.2
CC12CCC(C(=O)N(c3ccc(Cl)cc3)C1=O)C2(C)C (stereo not given) | -10.3 | -0.8 | -2.5 | -2.4 | 0.4 | -6.2 | -3.7 | 0.9 | 0.2
CC(=O)C(Sc1ccc2nnc(-c3ccc(F)cc3)n2n1)C(C)=O | -2.0 | -0.1 | 2.9 | -8.2 | 0.1 | -3.2 | -1.5 | -2.0 | 30.1
Cc1n[nH]c(=O)nc1NCc1ccccc1Cl | -3.3 | -0.1 | 12.9 | 5.2 | -1.1 | 13.0 | -2.4 | -3.2 | 22.3
COc1ccc(NC(=O)C(=O)N/N=C(\C)CC(=O)Nc2cc(C)ccn2)c(OC)c1 | -3.5 | -0.2 | -1.4 | 7.1 | 0.3 | -13.5 | 2.9 | 0.0 | 1.9
COc1cc(/C=N/Nc2ccc(Cl)c(C(=O)O)c2)ccc1OC(=O)c1ccccc1F | 3.4 | 0.2 | 11.7 | -6.4 | 2.8 | -1.8 | -4.1 | 0.0 | 1.5
COCCNC(=O)C(c1ccccc1F)N(C(=O)C(=O)NC1CCCC1)C1CCCCC1 (stereo not given) | -4.4 | 0.5 | -8.8 | 3.2 | -0.7 | 5.8 | -2.5 | -0.6 | -4.0
O=C(CN1CCOCC1)Nc1ccc(Oc2ccccc2)cc1 | -7.9 | -0.3 | 3.2 | -5.0 | -0.7 | 2.7 | -2.6 | 2.8 | 12.8
CCn1nc(C)cc1C(=O)N1CCCC(Nc2ccc(F)c(F)c2)C1 (stereo not given) | -4.2 | 0.2 | -4.7 | -9.9 | 0.6 | 11.3 | 0.5 | 0.8 | -3.2
CCN1C(=O)[C@@H]2[C@@H](c3ccc(-c4ccc(C(C)=O)cc4)cc3)N3CCC[C@@]3(C(=O)OC)[C@@H]2C1=O | -0.1 | -0.2 | 2.2 | -11.4 | 0.3 | -5.0 | -2.1 | -6.7 | 9.6
O=C(COC(=O)Cc1ccc(Br)cc1)NC1CCCC1 | 1.2 | -0.5 | -8.1 | 5.3 | 0.1 | 2.5 | -0.4 | -1.0 | -7.8

Taken from above:
Under MLLE-PAM2 inh, COc1cc(/C=N/Nc2ccc(Cl)c(C(=O)O)c2)ccc1OC(=O)c1ccccc1F reads 1.5
Under CendR NRP1 mod, CCn1nc(C)cc1C(=O)N1CCCC(Nc2ccc(F)c(F)c2)C1 (stereo not given) reads 11.3
Under CendR NRP1 mod, O=C(COC(=O)Cc1ccc(Br)cc1)NC1CCCC1 reads 2.5

More entries.
SMILES | FAS TE block | TbMetRS inhib | SKN-1 inh | eLon inh | MsrA inh | CendR NRP1 mod | bovine MsrA act | MT1-MMP act inh | MLLE-PAM2 inh
Cc1c(Cc2ccc3c(c2)OCO3)sc(NC(=O)c2ccc3ccccc3c2)c1C(N)=O | -1.0 | -0.3 | 10.6 | -1.8 | -0.4 | -9.8 | -4.4 | -2.4 | 10.6
NS(=O)(=O)c1ccc(NC(=S)N2CCN(c3ccccc3)CC2)cc1 | -10.6 | -0.7 | 1.9 | -13.6 | 1.1 | -0.5 | -8.7 | -1.0 | -64.8
O=S(=O)(c1ccccc1C(F)(F)F)N1CCN(S(=O)(=O)c2ccccc2C(F)(F)F)CC1 | -6.8 | 0.3 | -2.5 | 4.2 | 0.3 | 10.5 | -0.9 | -2.6 | -8.6
O=C(Nc1nc(-c2ccccc2)cs1)c1ccc(S(=O)(=O)N2CCc3ccccc32)cc1 | 18.0 | 0.1 | -3.0 | -1.5 | 4.1 | -7.5 | -2.3 | -2.5 | -7.6
S=C(Nc1ccc(Nc2ccccc2)cc1)N1CCN(c2ncccn2)CC1 | -9.0 | -0.8 | 2.8 | 0.7 | -0.5 | 0.4 | -4.5 | 3.8 | -19.7
COc1ccccc1-c1cnc(C(O)c2ccc(CN3CCCCC3)cc2)[nH]1 (stereo not given) | -7.5 | -0.2 | -0.7 | -9.2 | 0.9 | -2.4 | -0.1 | 1.8 | -10.8
NC(=O)C1(N2CCCCC2)CCN(C(=O)c2cccn3c(=O)c4cc(Cl)ccc4nc23)CC1 | 13.3 | -1.0 | 11.8 | 0.6 | 0.8 | -8.4 | -8.7 | 0.1 | -19.7
COc1ccc(Cc2nnc(SCC(=O)Nc3ccc(N4CCOCC4)cc3)n2C)cc1 | -7.9 | -0.4 | -4.0 | -0.3 | -1.0 | -2.6 | -5.6 | -0.6 | 1.5
S=C(N/N=C/c1ccc2ncccc2c1)Nc1ccccc1 | 8.2 | 0.3 | -8.3 | -0.6 | 2.0 | 5.3 | -2.7 | -8.5 | 23.4
CC1=CC=CC2=NC(=O)CC(C)(C(=O)N(CC(=O)NC3CCCC3)c3ccccc3C)N12 (stereo not given) | -5.3 | 0.1 | 13.0 | -0.3 | 2.1 | 3.2 | -2.9 | -3.1 | -4.1
COc1ccccc1N1CCN(CC(=O)NCCc2ccc(S(N)(=O)=O)cc2)CC1 | -7.6 | -0.6 | -4.4 | -2.5 | -0.6 | 7.5 | -1.9 | 0.0 | 1.8
Cc1c(N=C(N)/N=C(\N)Nc2ccccc2)c(=O)n(-c2ccccc2)n1C | -7.3 | -1.1 | -16.9 | 5.8 | 0.6 | -0.7 | -9.3 | -3.7 | 1.5
Cc1ccc(S(=O)(=O)N2CCN(Cc3nc4sc(C)c(C)c4c(=O)[nH]3)CC2)cc1 | 12.5 | -0.1 | -13.5 | -5.2 | 0.6 | 2.3 | 2.2 | 5.0 | 4.9
CCOC(=O)c1c(-c2ccccc2)csc1NC(=O)/C(C#N)=C\c1ccc(O)c(OC)c1 | 14.3 | -0.2 | 10.1 | i | 2.1 | -172.8 | -4.3 | -50.9 | 48.5
Cc1cc(C)nc(SCCN2CCCCC2)n1 | -5.7 | 0.3 | -16.2 | 9.4 | 2.3 | 7.1 | -1.4 | 1.7 | 19.6
COc1ccc(C(=O)N/N=C/c2ccccn2)cc1 | -9.3 | -0.1 | 14.7 | -6.4 | 1.7 | 1.6 | -2.6 | 5.1 | 5.8
CN1C(=O)/C(=C\c2ccc(OC(=O)c3ccco3)cc2)SC1=S | -1.7 | 0.5 | 5.4 | -34.6 | 0.0 | -41.7 | -3.3 | -56.3 | -15.5
Cc1c(Cl)cccc1NC(=S)N1CCN(c2ccc([N+](=O)[O-])cn2)CC1 | -5.8 | -0.1 | 10.7 | 2.0 | 0.0 | 2.4 | 1.6 | 3.2 | -0.8
Cc1ccccc1C(=O)c1cccn1CC(=O)NCC1CCCO1 (stereo not given) | -4.8 | -0.3 | 8.5 | -2.0 | 0.1 | 7.6 | 1.8 | -1.4 | -3.5
Cc1cc(=O)n2nc(N3CCC(C(=O)Nc4c(F)c(F)c(F)c(F)c4F)CC3)sc2n1 | -5.5 | -0.7 | 11.1 | -4.5 | 0.9 | -3.8 | -2.3 | -1.8 | 0.8
CC(C(=O)Nc1ccc(C#N)cc1)N(C)CC(=O)Nc1ccccc1Br (stereo not given) | 1.5 | -0.4 | -9.1 | 0.0 | 1.1 | -11.2 | -2.5 | -1.4 | -3.3
CC(=O)O/N=C(\N)c1ccc(-c2csnn2)cc1 | -6.4 | -1.0 | 18.1 | 4.2 | -0.3 | 9.5 | -2.7 | 1.7 | 6.1
COc1ccc(-c2nsc3c(N4CCCCC4C)ncnc23)cc1 (stereo not given) | 17.2 | 0.0 | 20.5 | 5.5 | -0.7 | -4.9 | -2.4 | 3.9 | 0.1
CCCCC[C@@H](/C=C/C1C(=O)C=C[C@H]1C/C=C\CCCC(=O)O)OC(C)=O (stereo not given in full) | 1.8 | -0.3 | 15.6 | -4.4 | 4.1 | -24.3 | 0.9 | -2.2 | -11.0
COc1ccccc1CNC(=O)C1CC2Cn3c(nc4cc(Cl)c(Cl)cc43)C2N1C (stereo not given) | 16.3 | -0.3 | 7.4 | -1.5 | 1.2 | -4.3 | 2.2 | 3.4 | -11.2
COc1ccc(CN(C)C(=O)c2cnc(C)cn2)c(OC)c1OC | -2.1 | -0.8 | -15.9 | -2.8 | 1.2 | -5.1 | -5.4 | -1.5 | -7.9
Cn1c(COc2ccccc2)nnc1SCC(=O)c1cccc([N+](=O)[O-])c1 | 20.2 | -0.4 | 6.7 | 3.3 | -0.1 | -3.0 | 0.2 | 9.4 | -49.4
